# From PubChem
# ROMK mod: ROMK potassium channel modulators, primary screen, cell-based, thallium flux, MLSMR library | ATP-sensitive inward rectifier potassium channel 1 (Homo sapiens), P48048 | Tet-inducible ROMK, thallium flux fluorescence; actives lie on both sides | B-score at 10 µM | 130,000 tested, 2% active | AID 1918, 2009;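 active = signal ratio slope over the read window, or its plate-corrected B-score, at least 3 SD from the plate mean, either direction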;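 also: B-score of the F/F0 ratio slope over 7 to 12 s after thallium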
# PPARg SRC1 recr: PPARgamma agonists recruiting SRC-1 coactivator, primary screen, biochemical. Peroxisome proliferator-activated receptor gamma (Homo sapiens), P37231. PPARgamma-SRC-1 coactivator recruitment biochemical assay. activation, % at 8 µM. 200,000 tested, 0.41% active. AID 631, 2007; in the data active = activation above about 19%;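 also: 0% = DMSO and 100% = reference agonist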
# Target sequence (P37231 whole entry, looked up): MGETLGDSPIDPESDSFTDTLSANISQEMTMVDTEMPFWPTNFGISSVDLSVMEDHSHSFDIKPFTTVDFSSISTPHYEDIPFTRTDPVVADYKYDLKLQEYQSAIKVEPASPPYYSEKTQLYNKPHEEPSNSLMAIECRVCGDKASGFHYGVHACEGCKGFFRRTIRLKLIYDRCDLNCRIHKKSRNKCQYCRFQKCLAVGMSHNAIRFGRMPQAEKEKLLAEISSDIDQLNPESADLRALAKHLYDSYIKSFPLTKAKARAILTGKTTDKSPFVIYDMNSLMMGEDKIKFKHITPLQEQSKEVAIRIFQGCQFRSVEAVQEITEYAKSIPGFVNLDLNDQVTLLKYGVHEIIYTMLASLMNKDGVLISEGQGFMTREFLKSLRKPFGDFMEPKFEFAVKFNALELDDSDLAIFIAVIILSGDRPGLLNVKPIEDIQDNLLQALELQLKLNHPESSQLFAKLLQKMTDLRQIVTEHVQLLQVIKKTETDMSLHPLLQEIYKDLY
# TR-FRET SRC-2 ct: TR-FRET signal artefacts, primary screen, artefact control for PPARgamma SRC-2 agonist project, biochemical; TR-FRET artefact counter-screen; active compounds read high; 200,000 tested, 0.4% active; AID 1049, 2008; TR-FRET ratio at 8 µM; in the data active = TR-FRET ratio above about 2000; also: inactives centre near 1500
# PMI act hi M6P: human PMI activators, high substrate, primary screen, biochemical, fluorescence intensity, near-saturating mannose 6-phosphate; Mannose-6-phosphate isomerase (Homo sapiens), P34949; coupled PMI enzyme assay, resazurin fluorescence, 20 min; active compounds read high; 1 = untreated enzyme, 0 = substrate-free blank; activation factor at 20 µM; 190,000 tested, 0.34% active;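 active = activation factor of 2 or more at 20 µM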
#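 Test system: human phosphomannose isomerase with PGI, G6PDH, diaphorase coupling enzymes; Amount: PMI at 15 ng/mL final; Reagent: Mannose-6-phosphate 1.0 mM (near-saturating) plus 0.22 mM NADP+; Timing: 20 min, room temperature; Technique: resorufin fluorescence at Ex 544/Em 590 nm; Dosing: 20 µM single dose.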
# PMI activator: activators of human PMI, primary screen, biochemical, fluorescence intensity, near-Km mannose 6-phosphate; purified human PMI, coupled resazurin fluorescence, 20 min; active compounds read high; 1 = vehicle control, 0 substrate-free wells; activation factor at 20 µM; 190,000 tested, 0.005% active; AID 1214, 2008;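 active = activation factor of 2 or more at 20 µM, relative to plate controls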
# Diaph inh CS: diaphorase inhibitors and chemical oxidizers, primary screen, counter-screen for diaphorase-coupled primary assays, biochemical, uHTS, resorufin fluorescence; diaphorase resazurin-to-resorufin fluorescence, NADH, 16 min; bacterial (C. kluyveri) enzyme, not human; inhibition, % at 20 µM; 190,000 tested, 0.69% active;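 active = primary screen inhibition at 20 µM above a set limit, cut at about 50% in these data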;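 also: plate controls were DMSO with full reaction for no effect and wells lacking NADH for full effect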
#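 System: Diaphorase enzyme from Clostridium kluyveri | Amount: Enzyme working solution with 0.14 U/mL diaphorase | Benchmarks: No-NADH positive control and DMSO neutral control | Signal: Fluorescence of resorufin formed from resazurin, Ex 544/Em 590 nm | Schedule: 16-min room-temperature incubation before reading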
# S1P3 antagonist: S1P3 receptor antagonists, primary screen, cell-based; Sphingosine 1-phosphate receptor 3 (Homo sapiens), Q99500; CHO S1P3 NFAT-BLA reporter, FRET fluorescence, antagonist mode; inhibition, % at 4.98 µM; 170,000 tested, 0.27% active; AID 485, 2006;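 active = inhibition above the plate cutoff, the mean inhibition of test wells on that plate plus 3 SD, cut at about 28% in these data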;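 also: cells challenged with S1P at its EC80 of 0.8 µM; blue over green emission ratio from cleaved BLA substrate after 4 h stimulation; 0% = S1P-stimulated wells and 100% = unstimulated DMSO-only wells; some compounds past the cut are filed as inactive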
# Target sequence (Q99500 whole entry, looked up): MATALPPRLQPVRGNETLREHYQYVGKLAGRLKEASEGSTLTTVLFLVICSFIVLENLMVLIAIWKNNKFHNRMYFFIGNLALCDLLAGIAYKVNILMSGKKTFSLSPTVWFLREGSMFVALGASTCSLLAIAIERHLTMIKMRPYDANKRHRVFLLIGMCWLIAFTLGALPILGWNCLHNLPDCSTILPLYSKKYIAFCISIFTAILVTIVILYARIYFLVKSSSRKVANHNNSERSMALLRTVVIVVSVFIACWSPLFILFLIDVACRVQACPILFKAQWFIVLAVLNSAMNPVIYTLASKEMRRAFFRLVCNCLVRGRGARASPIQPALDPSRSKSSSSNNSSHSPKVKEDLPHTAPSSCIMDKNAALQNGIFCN
# PPARg SRC-2 ag: agonists of PPARg-SRC-2 recruitment, primary screen, biochemical, HTS | 200,000 tested, 0.34% active | AID 1032, 2008 | activation, % at 8 µM | Peroxisome proliferator-activated receptor gamma (Homo sapiens), P37231 | PPARgamma LBD-SRC-2 recruitment; in the data active = activation above about 22%;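 also: 0% = vehicle and 100% = reference agonist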
# PPARg SRC3 recr: PPARgamma agonists recruiting SRC-3 coactivator, primary screen, biochemical. biochemical PPARgamma/SRC-3 coactivator recruitment assay. activation, % at 8 µM. 200,000 tested, 0.26% active; in the data active = activation above about 23%;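 also: 0% = DMSO and 100% = reference agonist; some compounds past the cut are filed as inactive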
# G6PDH CS: L. mesenteroides G6PDH inhibitors, counter-screen for G6PDH-coupled screening assays, biochemical, Leuconostoc mesenteroides enzyme; glucose-6-phosphate dehydrogenase [Leuconostoc mesenteroides]; Purified L. mesenteroides G6PDH, diaphorase/resazurin coupled fluorescence, 45 min; 200,000 tested, 0.12% active; inhibition, % at 5 µM; in the data active = inhibition above about 50%
# Diaphorase act: compounds boosting diaphorase resazurin reduction – biochemical, uHTS, resorufin fluorescence, counter-screen for diaphorase-coupled primary assays, primary screen; Diaphorase/resazurin coupled assay, 16 min; active compounds read high; 1 = vehicle wells, 0 = NADH-free wells; activation factor at 20 µM; 190,000 tested, 0.005% active; AID 1229, 2008;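 active = diaphorase activity raised at least twofold by the compound at 20 µM; inactive = activation factor below 2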
#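 Measured by – red resorufin fluorescence at 544/590 nm excitation/emission · Test system – Clostridium kluyveri diaphorase, purified enzyme · Incubation – reaction time 16 min, room temperature · Buffer or medium – 50 mM HEPES pH 7.4 with 4.542 mM MgCl2, 0.005% Tween 20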
# An asterisk follows results filed as active; nt = no result given.
item	canonical_smiles	ROMK mod	PPARg SRC1 recr	TR-FRET SRC-2 ct	PMI act hi M6P	PMI activator	Diaph inh CS	S1P3 antagonist	PPARg SRC-2 ag	PPARg SRC3 recr	G6PDH CS	Diaphorase act
1	O=C(c1ccc([N+](=O)[O-])o1)N1CCOCC1	0.51	2	1454	0.9	1.1	2	-5	-4	-3	12	1
2	COCC(C)n1c(COc2ccccc2F)nnc1SCc1c(C)noc1C (stereo not given)	-0.049	-5	1620	1	0.9	3	-1	-6	1	-4	1
3	CCOc1ccc(OCCCCN2CCCC2)cc1	-0.6	-2	1474	1	0.9	11	nt	7	-5	14	0.9
4	Cc1nn(Cc2ccccc2)c(Cl)c1/C=C/C(=O)OC(C)C(=O)N1CCCC1 (stereo not given)	-1.3	10	1678	1	1	0	-24	8	0	2	1
5	CCCS(=O)(=O)N1CCN(Cc2ccc([N+](=O)[O-])cc2)CC1	nt	5	1218	1	0.9	12	-10	0	4	-5	0.9
6	CN(C)c1ccc(/C=N/NC(=O)CN(c2cccc(Cl)c2)S(C)(=O)=O)cc1Br	1	-1	1602	1	1	11	nt	-1	2	6	0.9
7	COc1ccc(CN(C(=O)c2cccs2)c2nccs2)cc1OC	4.5*	2	1604	1	1	17	17	4	-5	-5	0.8
8	O=C(CN1CCOCC1)NN=C(c1ccccc1)c1ccccc1	0.19	5	1589	0.9	0.9	15	-7	12	-1	12	0.9
9	COc1ccc2c(CC(=O)Nc3ncc(C)s3)coc2c1	0.41	10	1709	1	1	7	-19	11	5	3	0.9
10	N#Cc1cccc(NC(=O)COC(=O)c2ccc3c(=O)n4c(nc3c2)CCC4)c1	0.0087	-1	1547	0.8	0.9	10	-15	3	6	3	0.9
11	CC(C)CC(=O)Nc1cccc(-c2nc3ccccc3o2)c1	0.3	1	1395	1	1	4	-4	1	8	3	1
12	CCc1nn(CCCN2CCN(c3cccc(Cl)c3)CC2)c(=O)n1CCOc1ccccc1	nt	-2	1413	0.9	0.9	18	8	2	7	5	0.8
13	COc1ccc(NC(=O)c2cccs2)cc1	nt	6	1501	1	1	13	nt	-5	8	9	0.9
14	O=C(Oc1ccc(/C=N/NC(=O)c2ccccc2O)cc1)c1ccccc1	0.29	5	1346	1.1	1.2	-5	nt	4	-7	-10	1.1
15	CC(=O)c1c(C)nc2ccc(C)cc2c1-c1ccccc1	-0.055	4	1577	0.8	1	4	5	-3	-1	0	1
16	COc1ccc2nc(SCC(=O)NC3CCCc4ccccc43)[nH]c2c1 (stereo not given)	-0.76	-1	1499	1	0.9	14	1	-1	5	-1	0.9
17	NCCS(=O)(=O)NC1CCCCC1	0.61	-9	1377	1	0.9	-8	-8	-8	0	10	1.1
18	NC(=O)c1ccc(-n2nc(C(F)(F)F)c3c2CCCC3)cc1	nt	2	1383	0.9	0.8	11	0	-4	0	4	0.9
19	CCOC(=O)C1(Cc2ccc(Cl)cc2)CCN(C(=O)c2ccoc2)CC1	-0.37	14	1642	1	0.9	17	7	9	-2	2	0.8
20	CCn1c(CC(C)C)n[nH]c1=S	0.26	4	1459	1	1.1	0	-2	2	-1	11	1
21	Cc1cccc(NC(=O)c2ccc(NCCc3ccccc3)c([N+](=O)[O-])c2)c1	0.025	5	1547	1.1	0.9	8	-20	2	2	-20	0.9
22	COc1ccc(-c2csc(C3=C(O)CN(Cc4ccc(S(N)(=O)=O)cc4)C3=N)n2)cc1OC	0.52	3	1569	0.9	0.9	23	nt	-5	6	0	0.8
23	Cc1onc(-c2ccccc2Cl)c1C(=O)Nc1ccc(N2CCOCC2)cc1	nt	4	1442	1.1	1.1	15	nt	-1	2	-2	0.8
24	Cc1ccc(C(=O)CC(C(=O)O)c2cn(CCC#N)c3ccccc23)cc1 (stereo not given)	nt	4	1596	1	1.1	8	-19	6	6	3	0.9
25	Cc1[nH]n(-c2ccccc2)c(=O)c1/C=C1/C=c2ccccc2=N1	-1.1	18	1613	1.1	1.1	2	12	5	9	-2	1

# Arranged by formula weight (ascending): some entries from above.
item	canonical_smiles	ROMK mod	PPARg SRC1 recr	TR-FRET SRC-2 ct	PMI act hi M6P	PMI activator	Diaph inh CS	S1P3 antagonist	PPARg SRC-2 ag	PPARg SRC3 recr	G6PDH CS	Diaphorase act
19	CCOC(=O)C1(Cc2ccc(Cl)cc2)CCN(C(=O)c2ccoc2)CC1	-0.37	14	1642	1	0.9	17	7	9	-2	2	0.8
22	COc1ccc(-c2csc(C3=C(O)CN(Cc4ccc(S(N)(=O)=O)cc4)C3=N)n2)cc1OC	0.52	3	1569	0.9	0.9	23	nt	-5	6	0	0.8
6	CN(C)c1ccc(/C=N/NC(=O)CN(c2cccc(Cl)c2)S(C)(=O)=O)cc1Br	1	-1	1602	1	1	11	nt	-1	2	6	0.9

# Further entries follow:
item	canonical_smiles	ROMK mod	PPARg SRC1 recr	TR-FRET SRC-2 ct	PMI act hi M6P	PMI activator	Diaph inh CS	S1P3 antagonist	PPARg SRC-2 ag	PPARg SRC3 recr	G6PDH CS	Diaphorase act
26	CC1CCN(c2ccc(C(=O)O)cc2NS(=O)(=O)c2ccc(Br)cc2)CC1	0.31	4	1561	1.3	1.2	16	1	0	3	-5	0.8
27	COc1ccc(OCCC(=O)OCC(=O)Nc2cccc(S(=O)(=O)N3CCOCC3)c2)cc1	-0.0045	-1	1474	1	1	13	-2	-10	-3	12	0.9
28	CCOC(=O)N1CCN(C(=O)c2cn(CCOC)c(=O)c3c2c2ccccc2n3C)CC1	nt	7	1628	1	1	10	2	9	15	4	0.9
29	O=C(NCC1CCCO1)c1nnc(Cc2ccc(F)cc2)o1 (stereo not given)	-5.3e-05	3	1236	1.1	1	2	4	-9	-4	9	1
30	CCOC(=O)C1CCN(C(=O)C2c3ccccc3C(=O)N(C)C2c2ccc(OC)cc2)CC1 (stereo not given)	nt	-1	1594	1	0.9	12	nt	7	-3	-9	0.9
31	CCOC(=O)N1CCN(C(=S)Nc2ccccc2C)CC1	0.19	7	1453	1.1	1.1	-4	16	-14	1	5	1
32	CC1(C)CC(=O)C2=C(C1)N(N1CCOCC1)C(N)=C(C#N)C2c1cccnc1 (stereo not given)	0.78	7	1420	1	1	5	nt	7	4	7	1
33	COc1ccccc1N/C=C/c1onc(C)c1[N+](=O)[O-]	-0.53	9	1483	1	1	8	13	10	3	-4	0.9
34	Cc1ccc(NC(=O)Cn2ccsc2=N)c([N+](=O)[O-])c1	-0.0022	0	1542	1	1	7	-1	1	5	3	0.9
35	C/C(=N\O)C(=O)NCCN1CCCCC1	nt	5	1662	0.9	1	9	-13	6	1	3	0.9
36	CN1CCN(c2ccc(NC(=O)c3ccc(-c4ccc(Br)cc4)o3)cc2)CC1	8.1e-05	-4	1592	1.1	1	-41	-3	-2	1	-12	1.4
37	CC1Cc2ccccc2N1C(=O)COc1nc2ccccc2nc1N1CCOCC1 (stereo not given)	nt	4	1471	0.9	0.9	15	-2	-1	-2	3	0.8
38	COc1ccc2[nH]c(=O)c(CN(Cc3ccc4c(c3)OCO4)C(C)=O)cc2c1	nt	3	1471	0.9	1	15	-55	-2	-4	1	0.9
39	CSc1nncn1/N=C/c1ccc2c(c1)OCO2	nt	2	1564	1	0.9	4	nt	0	1	2	1
40	CC(C)N=C1NN=C(c2cccs2)CS1	nt	2	1464	1	0.9	5	-4	-5	3	11	0.9
41	CCCC(CCC)=NNC(=O)c1ccccc1F	-0.22	3	1464	0.9	1	0	14	-1	3	18	1
42	NC(=O)CC(NSc1ccccc1[N+](=O)[O-])C(=O)O (stereo not given)	nt	1	1621	1.6	1.3	7	-8	2	-4	8	0.9
43	Cc1cccc(N(C)S(=O)(=O)c2ccc3[nH]cc(C(=O)N4CCOCC4)c(=O)c3c2)c1	0.043	3	1503	1	1	15	3	-1	1	7	0.8
44	CN(C)c1ccc(C(=S)N2CCN(C(=S)Nc3ccc(Cl)cc3)CC2)cc1	-0.32	5	1590	1.1	1	1	-7	6	2	21	1
45	CN(C(=O)Cn1c(=O)n(CCCCC(=O)NC2CCCC2)c(=O)c2ccccc21)C1CCCCC1	nt	4	1567	nt	nt	nt	-43	2	-1	nt	nt
46	Cc1cc(C)n2cc(CSc3nnnn3-c3ccc(Cl)cc3)nc2n1	nt	0	1566	1.2	0.9	7	-24	3	5	-6	0.9
47	CCCCN1C(=O)N(C)C2NC(=O)NC21 (stereo not given)	0.11	-3	1373	1	1	-1	nt	-5	-7	-2	1
48	Cc1nn(CCCC(=O)Nc2cccnc2)c(C)c1[N+](=O)[O-]	-1.4	-6	1509	0.9	0.9	8	8	-1	1	6	0.9
49	CC(=O)CSc1nnc(CSc2ncccn2)n1C1CCCCC1	nt	3	1453	1	1.1	8	-9	-5	-2	-4	0.9
50	O=C(NC1CCCC1)C(c1ccccc1)N(Cc1ccc2c(c1)OCO2)C(=O)Cc1cccs1 (stereo not given)	nt	1	1576	1	1	18	nt	13	8	0	0.8
51	CCC(C(=O)NC(C)(C)C)N(Cc1ccco1)C(=O)Cn1nnc(-c2ccc(F)cc2)n1 (stereo not given)	-0.61	-5	1543	1	1	15	0	2	2	15	0.9

# Record cards, as listed above:
# Listed for CC(C)N=C1NN=C(c2cccs2)CS1 : ROMK mod = nt; PPARg SRC1 recr = 2; TR-FRET SRC-2 ct = 1464; PMI act hi M6P = 1; PMI activator = 0.9; Diaph inh CS = 5; S1P3 antagonist = -4; PPARg SRC-2 ag = -5; PPARg SRC3 recr = 3; G6PDH CS = 11; Diaphorase act = 0.9
# Listed for CCCCN1C(=O)N(C)C2NC(=O)NC21 (stereo not given) : ROMK mod = 0.11; PPARg SRC1 recr = -3; TR-FRET SRC-2 ct = 1373; PMI act hi M6P = 1; PMI activator = 1; Diaph inh CS = -1; S1P3 antagonist = nt; PPARg SRC-2 ag = -5; PPARg SRC3 recr = -7; G6PDH CS = -2; Diaphorase act = 1
